Source: PubChem BioAssay (National Center for Advancing Translational Sciences (NCATS))
HP1b binding inh = HTS for Inhibitors of HP1-beta Chromodomain Interactions with Methylated Histone Tails | Chromobox protein homolog 1 (Homo sapiens), P83916 | AlphaScreen HP1-beta / biotin-H3K9me3 peptide binding | Potency, µM (titrated, usually from 114 µM), for inactives: at the highest dose activity change, negative = inhibition, hits mostly inhibitors | 390,000 tested, 0.56% active | AID 540317, 2011; also: potency is read from the fitted curve at half-maximal effect; nearly all actives have a fitted effect of over 70% in size; inactives centre near 23
Target sequence (P83916 whole entry, looked up): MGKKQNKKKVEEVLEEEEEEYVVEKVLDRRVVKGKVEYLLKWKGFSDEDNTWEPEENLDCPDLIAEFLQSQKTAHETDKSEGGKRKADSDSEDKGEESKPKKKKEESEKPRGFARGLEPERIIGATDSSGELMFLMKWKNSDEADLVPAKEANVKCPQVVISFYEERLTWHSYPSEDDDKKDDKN
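AlphaScreen: HP1-beta (50 nM) preformed 30 min with biotin-H3(1-18)K9me3 peptide (50 nM) in PBS pH 7.4, 0.01% Tween-20. Compound added for 30 min at RT, then streptavidin donor/nickel chelate acceptor beads (10 ug/mL) for 30 min.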
PGK inhibitor = qHTS Assay to Find Inhibitors of Phosphoglycerate Kinase; 380,000 tested, 0.043% active; AID 602233, 2012; Potency, µM (series often up to 57.5 µM), for inactives: at the top dose activity change, negative = inhibition, usual class: inhibitors; PGK/GAPDH coupled, Kinase-Glo luminescence, 60 min; Phosphoglycerate kinase, glycosomal (Trypanosoma brucei brucei), P07378; also: potency is read from the fitted curve at half-maximal effect; % is scaled to controls: 0 for no effect and ±100 for the full control effect; nearly all actives have a fitted effect of over 60% in size
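Luminescent ATP detection (Kinase-Glo Plus) follows a 60-minute room-temperature incubation, with wells lacking PGK as controls. Buffer: 100 mM TEA (pH 7.6), 5 mM MgCl2, 0.01% Tween-20. Coupling enzyme GAPDH (100 nM final) supplies unstable 1,3-BPG in-well.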
Pin1 inhibitor = qHTS Assay to Find Inhibitors of Pin1; Peptidyl-prolyl cis-trans isomerase NIMA-interacting 1 (Homo sapiens), Q13526; Pin1 FP peptide displacement, HiFluor488, 10 min; Potency, µM (series often up to 115 µM), for the others: top-dose activity, negative = inhibition, hits mostly inhibitors; 390,000 tested, 0.009% active; active = well fitted inhibition curve with a large enough effect in the polarisation, with a control signal flat, not every such curve was filed as active; inconclusive = small, poorly fitted or top-dose-only effect, or effect the other way, or a change in a side signal; inactive = no such curve, though single readings can be large or run the other way; the % refers to the polarisation; also: potency is read from the fitted curve at half-maximal effect; % is scaled to controls: 0 for no effect and ±100 for the full control effect
BAZ2B inh = qHTS Assay for Inhibitors of BAZ2B | Bromodomain adjacent to zinc finger domain protein 2B (Homo sapiens), Q9UIF8 | AlphaScreen BAZ2B-H3K14Ac peptide displacement | Potency, µM (doses to about 114 µM), for the others: at the top dose activity change, negative = inhibition, actives largely listed as inhibitors | 360,000 tested, 4.4% active; also: potency is read from the fitted curve at half-maximal effect; % is scaled to controls: 0 for no effect and ±100 for the full control effect; nearly all actives have a fitted effect of over 60% in size
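Inhibition is scored as reduced AlphaScreen emission. The BAZ2B/b-H3(5-23)K14Ac complex (50 nM each) in PBS pH 7.4, 0.01% Tween-20 meets compound (up to 110 uM) for 30 min at RT before bead addition.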
G9a block = qHTS Assay for Inhibitors of Histone Lysine Methyltransferase G9a | 350,000 tested, 8.8% active | G9a H3K9 monomethylation, AlphaScreen, 2 h | AID 504332, 2011 | Potency, µM (doses to about 102 µM), for the others: at the top dose activity, negative = inhibition, most hits filed as inhibitors | Histone-lysine N-methyltransferase EHMT2 (Homo sapiens), Q96KQ7; also: potency is read from the fitted curve at half-maximal effect; % is scaled to controls: 0 for no effect and ±100 for the full control effect; nearly all actives have a fitted effect of over 75% in size
Target sequence (Q96KQ7 913-1193 limits assumed): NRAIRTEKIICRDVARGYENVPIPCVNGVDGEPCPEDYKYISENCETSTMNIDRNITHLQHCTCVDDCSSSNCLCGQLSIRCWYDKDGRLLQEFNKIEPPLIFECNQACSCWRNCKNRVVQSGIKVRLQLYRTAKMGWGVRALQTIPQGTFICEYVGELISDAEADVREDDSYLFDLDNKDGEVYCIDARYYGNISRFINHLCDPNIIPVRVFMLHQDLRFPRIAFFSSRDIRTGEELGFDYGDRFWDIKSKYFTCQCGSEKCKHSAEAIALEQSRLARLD
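Using a bead-based AlphaScreen, monomethylated H3K9 product from 2 h room-temperature reactions (G9a 20 nM, peptide 500 nM, SAM 20 uM) was detected with 0.5 ug/mL rabbit anti-H3K9me1 antibody.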
PI4K2A inh = qHTS for small molecular inhibitors of PI4K2A; Phosphatidylinositol 4-kinase type 2-alpha (Homo sapiens), Q9BTU6; purified PI4K2A, ADP-Glo luminescence, 1 h; stronger effect = lower value; activity change, negative = inhibition, % at 76.9 µM; 420,000 tested, 0.13% active; AID 1346378, 2018; in the data active = activity change below about -50%; inconclusive = mostly about -30% to -49%;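 also: -100% = wells without enzyme as full effect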
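ADP-Glo luminescence measured ADP generated by PI4K2A enzyme (4 ug/mL before mixing) with 1.2 mM PI substrate (pre-mix) and 300 microM ATP (pre-mix). Tris pH7.5 buffer with MgCl2, Triton X-100; 1 h reaction at ambient temperature.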
JMJD2A Tudor = qHTS Assay for Inhibitors of JMJD2A-Tudor Domain; Lysine-specific demethylase 4A (Homo sapiens), O75164; AlphaScreen JMJD2A-Tudor / H3K4me3 peptide binding; Potency, µM (series often up to 114 µM), for the others: at the highest dose activity change, negative = inhibition, most hits filed as inhibitors; 390,000 tested, 4.4% active; AID 504339, 2011; also: potency is read from the fitted curve at half-maximal effect; % is scaled to controls: 0 for no effect and ±100 for the full control effect; nearly all actives have a fitted effect of over 50% in size
GLS inh = qHTS for Inhibitors of Glutaminase (GLS) | Glutaminase kidney isoform, mitochondrial (Homo sapiens), O94925 | GLS enzymatic activity, qHTS titration | Potency, µM (titrated, usually from 45.5 µM), inactives show at the highest dose activity change, negative = inhibition, most hits filed as inhibitors | 410,000 tested, 0.21% active | AID 624170, 2012; also: potency is read from the fitted curve at half-maximal effect; % is scaled to controls: 0 for no effect and ±100 for the full control effect
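hKGA; 45 mM KH2PO4 pH 8.2 + 0.02% Tween-20; cpd via pin tool; 1 mM Gln soln; GluOx/HRP/Amplex Red; RT 30 min; fluor. t0 & final.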
ERG-DNA inh = qHTS for Small Molecule Inhibitors of the ERG Ets/DNA interaction | Potency, µM (highest dose often 76.9 µM), for the others: top-dose FP activity, negative = inhibition, most hits filed as inhibitors | Transcriptional regulator ERG (Homo sapiens), P11308 | fluorescence polarization, His-ERG Ets domain / labelled DNA | 370,000 tested, 0.028% active; active = well fitted inhibition curve with a large enough effect in the polarisation, with a control signal flat; inconclusive = small, poorly fitted or top-dose-only effect, or effect the other way, or a change in a side signal; inactive = no such curve, though single readings can be large or run the other way; the % refers to the polarisation;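 also: polarization taken with two DNA probes labelled with fluorescein and Texas red; potency is read from the fitted curve at half-maximal effect; % of control where 0% means no effect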
Target sequence (P11308 whole entry, looked up, the tested form may be a part): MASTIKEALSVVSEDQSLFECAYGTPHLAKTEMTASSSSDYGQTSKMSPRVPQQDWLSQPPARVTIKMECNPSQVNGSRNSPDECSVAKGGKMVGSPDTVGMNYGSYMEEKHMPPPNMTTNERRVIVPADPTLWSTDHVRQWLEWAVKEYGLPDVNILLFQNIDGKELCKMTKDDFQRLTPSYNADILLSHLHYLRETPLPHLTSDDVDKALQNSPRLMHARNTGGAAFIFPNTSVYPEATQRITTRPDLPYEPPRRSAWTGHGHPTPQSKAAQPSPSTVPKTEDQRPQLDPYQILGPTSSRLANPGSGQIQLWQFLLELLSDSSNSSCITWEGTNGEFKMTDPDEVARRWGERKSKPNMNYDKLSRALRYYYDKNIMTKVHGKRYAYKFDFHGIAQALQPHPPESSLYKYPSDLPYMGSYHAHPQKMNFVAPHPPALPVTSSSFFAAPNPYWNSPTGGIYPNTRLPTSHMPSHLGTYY
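His-tagged ERG Ets domain (1 uM in the protein solution; 300mM KCl, 50mM Tris-HCl, 1mM EDTA, 1mM DTT, pH 7.5) received compound, then a probe mix of 5 nM fluorescein-DNA and 100nM Texas-615-DNA. Fluorescence polarization was read for both dyes.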
An asterisk follows results filed as active; i = inactive; ? = inconclusive; · = not tested or not shown; & = joins results of further samples; [ ] = dose if it differs, or a comment. Unless noted, calls follow the shape of the dose curve; as a rule, active = well fitted curve in the direction sought with a large enough effect; inconclusive = small, poorly fitted or top-dose-only effect, or another doubt; inactive = no such curve, though single readings can be large; an effect the other way counts as inactive or inconclusive.

SMILES	HP1b binding inh	PGK inhibitor	Pin1 inhibitor	BAZ2B inh	G9a block	PI4K2A inh	JMJD2A Tudor	GLS inh	ERG-DNA inh
COC(=O)c1ccc(Cn2nnc3c(=O)[nH]c(C4CCCN(S(=O)(=O)c5cccc(Cl)c5)C4)nc32)cc1 (stereo unspecified)	29%&45%	-2%	-6%&-4%	-27%&-2%	0%[59 µM]	-4&-1	3%&3%	-5%&1%	-2%&0%
COc1cccc2sc(N(Cc3cccnc3)C(=O)c3ccco3)nc12	16%	i	-8%	-22%	-18%[59 µM]	3	-21%	-2%	-5%
Cc1ccc(CN2CCN(Cc3cnc(N4CCOCC4)s3)CC2CCO)cc1 (stereo unspecified)	20%	0%	1%	-24%	8%	5	-19%	7%	9%
COc1ccc2c(c1)C(=O)C(=O)N2CCS(=O)(=O)c1ccccc1	25%	-9%	-1%	-17%	11%	4	-8%	-6%	7%
C[C@H]1CNC(=O)C(=O)N1C[C@H](Cc1ccc(O)cc1)NC(=O)CC12CC3CC(CC(C3)C1)C2	30%	-1%	1%	-2%	71µM*	1	-14%	9%	2%
Cc1ccc(C)c(CN2C(=O)c3ccccc3S(=O)c3ccc(C(=O)N4CCN(c5cccc(Cl)c5)CC4)cc32)c1 (stereo unspecified)	26%	-3%	37%[activator]	?	-5%[59 µM]	3	-22%	-3%	0%
Cc1cc([N+](=O)[O-])ccc1NC(=O)c1cccc(NC(=O)C(C)C)c1	49%[activator]	-2%	9%	-19%	-26%	0	-18%	0%	13%
CCOc1ccccc1NC(=O)CSc1nnc(CNC(=O)c2cc(OC)c(OC)c(OC)c2)o1	43%[activator]	-1%	-2%	-5%	14%[0.501 µM]	3	-3%	1%	-2%
COc1ccc(CN(C2CCCCC2C)S(=O)(=O)c2ccc(S(=O)(=O)N(C)C)cc2)cc1OC (stereo unspecified)	6%	-2%	18%	-21%	-3%	-4	-20%	5%	-3%
Cc1ccc(S(=O)(=O)N2CCC(=O)N(CCOCc3ccc(Cl)cc3)CC2)cc1	24%	i	0%	-6%	8%	3	-22%	0%	4%
FC(F)Sc1ccc(-n2cc(-c3ccccc3)[n+]3c2CCC3)cc1	16%	-1%	-3%	-31%	-6%[59 µM]	5	-13%	4%	·
COc1ccc2c(-c3ccc(SC)cc3)c(-c3ccc(S(C)(=O)=O)cc3)sc2c1	70%[activator]	5%	5%	·	·	0	-7%	-2%	2%
CCOC(=O)c1c(NC(=O)c2cc(=O)c3c(C)cc(C)cc3o2)sc(C)c1C	50%[activator]	0%	-4%	-1%	-4%[59 µM]	-2	0%	3%	5%
Cc1ccccc1OCc1nnc(SCc2cc(=O)[nH]c3ccccc23)n1-c1ccccc1	7%	2%	2%	-8%	4%	-8	-31%	4%	8%
O=C(COC(=O)Cc1n[nH]c(=O)c2ccccc12)Nc1c(Br)cc([N+](=O)[O-])cc1Br	33%	-7%	0%	·	·	-1	-24%	4%	18%
Cn1c(SCc2ccccc2)nc2c1c(=O)[nH]c(=O)n2C	46%[activator]	i	-13%	11%	-20%	-2	-5%	-3%	-5%
COc1cc2c(cc1OC)C(COc1ccc3c(C)cc(=O)oc3c1)N(C(=O)CC(C)C)CC2 (stereo unspecified)	27%	7%	-4%	1%	1%[59 µM]	1	-4%	5%	1%
COc1ccc(C(=O)COC(=O)CN2C(=O)c3ccccc3C2=O)c(OC)c1	11%	-1%	-1%	0%	4%	0	-5%	0%	-5%
CCS(=O)(=O)c1cc([N+](=O)[O-])c(Sc2ccccc2N)s1	40µM*	-4%	?	?	1.1µM*	4	45µM*	-21%	0%
CCOC(=O)c1c(C)oc2ncnc(Nc3cccc(C(F)(F)F)c3)c12	36%[activator]	-8%	-8%	0%	-2%[59 µM]	2	-15%	2%	2%
CCc1ccc2oc(C(=O)Nc3ccccc3C(=O)OC)cc(=O)c2c1	46%[activator]	-6%	-11%	3%	4%[59 µM]	2	12%	0%	0%
CC(=O)C[C@@H](O)CC(=O)[C@H]1OC(=O)[C@H](C)C/C=C\Cc2ccccc21	91%[activator]	i	3%	·	·	-2	-15%	-4%	3%
CCCCN(C(=O)c1ccco1)c1nnc(-c2cc(OC)c(OC)c(OC)c2)s1	41%[activator]	9%	-2%	2%	-33%[12.7 µM]	-6	-6%	-9%	-1%
COc1ccc(CNC(=O)c2cnccn2)cc1	28%	i	-7%	64%[activator]	?	7	-13%	-2%	-4%
COc1ccc(-c2csc(NC(=O)C3CSC4(C)CCC(=O)N34)n2)c(OC)c1 (stereo unspecified)	?	i	5%	?	?	1	-33%	2%	0%
Cc1cccc(OCCC(=O)NCC(c2ccccc2)N(C)C)c1 (stereo unspecified)	4%	i	1%	8%	12%[12.7 µM]	3	-17%	5%	5%
Cc1cc(NC(=O)CCCN2C(=O)c3cccnc3C2=O)ccc1Br	7%	-5%	-8%	?	-25%	6	-13%	8%	1%
CCOC(=O)c1cc(-c2ccccc2)n(CCC(=O)NC2CCCCC2)c1C	-9%	2%	3%	-26%	?	1	-1%	4%	-6%
CCn1c(-c2ccccc2Cl)nn(CC(=O)NCCc2ccccc2)c1=S	13%	i	2%	5%	20%[59 µM]	-2	-18%	9%	·
Cc1ccc(C)c(NCC(=O)c2ccc(Cl)cc2)c1	8%	7%	3%	-33%	?	-5	-32%	0%	4%
CCc1ccc(C(=O)COC(=O)CNC(=O)c2ccc(N3C(=O)c4ccccc4C3=O)cc2)cc1	18%	-1%	3%	?	16%[0.0925 µM]	-4	-14%	5%	-2%
CCOc1ccc2nc(NC(=O)c3cc(=O)c4cc(C)cc(C)c4o3)sc2c1	34%	i	-2%	-1%	4%[59 µM]	0	-17%	5%	1%
COc1ccc(N(CC(=O)N2CCN(c3ccccc3F)CC2)S(=O)(=O)c2c(C)noc2C)cc1	25%&11%	-5%&3%	-7%&-2%	-12%	0%	-1&-4	-11%&-11%	-3%&-10%	1%&-11%
COC(=O)c1ccccc1NC(=O)c1nc2nc(C)cc(C)n2n1	13%	-7%	?	-6%	-3%[12.7 µM]	-4	-13%	0%	-2%
CCOC(=O)C1CCCN(C(=O)c2ccc3c(c2)N(Cc2ccc(Cl)cc2)C(=O)c2ccccc2S3=O)C1 (stereo unspecified)	5%	-2%	47%[activator]	-37%	-14%[59 µM]	2	-27%	3%	-3%
O=C(CNC(=O)c1ccccc1)N/N=C/c1ccc([N+](=O)[O-])o1	62%[activator]	·	-6%	3%	-12%[59 µM]	-1	-2%	1%	16%
Cc1ccc(C)c(Cn2c(=O)n(Cc3ccc4c(c3)OCO4)c(=O)c3oc4ccccc4c32)c1	37%	i	-1%	-10%	-2%[59 µM]	0	?	-20%	-4%
O=C(Nc1ccccc1)c1ccccc1Oc1ccc(C(F)(F)F)cc1[N+](=O)[O-]	-27%	-5%	2%	?	?	-1	?	10%	-9%
Cc1ccc(NC(=O)Cc2nnc(SCC(=O)Nc3ccccc3)n2C)cc1	1%	-2%	-7%	13%	20%[59 µM]	-7	-11%	1%	-9%
COc1ccc(-c2cnnn2-c2ccc(NC(=O)c3ccccc3OC)cc2)cc1	16%	-2%	-2%	-2%	-14%[59 µM]	-3	-20%	8%	0%
CCSc1nnc(-c2cc3c(s2)-c2ccccc2CC3)o1	·	i	-1%	408%[activator]	477%[activator][59 µM]	6	303%[activator]	1%	-11%
Cc1[nH]n(-c2ccc([N+](=O)[O-])cc2)c(=O)c1C=NCCN1CCN(C(=O)C(C)C)CC1	15%	-1%	-1%	-3%	-28%	-12	-20%	-1%	6%
CCCNc1c(NS(=O)(=O)c2cccc(C#N)c2)c(=O)oc2ccccc12	53%[activator]	-4%	17%	-20%	9%	4	-6%	3%	3%
C[N+](C)(C)CC(=O)N1CCN(c2ccc3ccccc3n2)CC1	30%	-1%	2%	0%	-9%	1	-12%	-5%	5%
O=C(NC(Cc1ccccc1)C(=O)O)/C(=C/c1ccco1)NC(=O)c1cccc([N+](=O)[O-])c1 (stereo unspecified)	50%[activator]	·	-13%	8%	45µM*	-4	-12%	9%	3%
CN(C)c1ccc(CNC(=O)Cn2c(=O)oc3cc(S(=O)(=O)NCc4ccccc4)ccc32)cc1	-23%	-10%	-4%	?	?	-3	?	11%	4%
O=c1[nH]c(/C=C/c2ccccc2)c([N+](=O)[O-])c(=O)[nH]1	20%	0%	2%	-4%	-45%	-18	-14%	0%	1%
FC(F)(F)c1cccc(-c2ccn3ncnc3n2)c1	29%	i	1%	5%	5%	-1	?	-1%	-1%
